All columns: NCI-60 one-dose screen, growth in % after 48 h at 10 µM unless noted; 100 = growth as untreated, 0 = no growth, -100 = all killed.
BT-549 – BT-549 breast cancer | 78,000 compounds, 4.4% hits | AID 1794793
MALME-3M – MALME-3M melanoma | 78,000 compounds, 5.8% hits
T-47D – T-47D breast cancer. 79,000 compounds, 5% hits. AID 1794792
LOX IMVI – LOX IMVI melanoma. 79,000 compounds, 7.4% hits. AID 1794757
MDA-MB-231 – MDA-MB-231 breast cancer; AID 1794789; 81,000 compounds, 5% hits
SK-MEL-2 – SK-MEL-2 melanoma; AID 1794763; 77,000 compounds, 4.7% hits
HS 578T – HS 578T breast cancer; 78,000 compounds, 4.1% hits
MCF7 – MCF7 breast cancer; 82,000 compounds, 6.3% hits; AID 1794796
Numbers without * were called inactive; . = no result given; & = joins results of further samples; [ ] = dose if it differs, or a comment. Rule for the calls: active = growth percent below 10; inactive = the rest. The list is partial; the hit share may differ from the screen's.

mol | MALME-3M | HS 578T | MDA-MB-231 | BT-549 | SK-MEL-2 | MCF7 | LOX IMVI | T-47D
CN1CCCCC1C(O)c1ccccc1 (stereo not given) | 91 | 118 | 106 | 86 | 100 | 92 | 93 | 92
CCCCCCCNC(=O)CBr | 106 | 99 | 97 | 105 | 104 | 91 | 96 | 99
CNC1Cc2cc3c(cc2C1)OCO3 | 103 | 115 | 101 | 94 | 98 | 95 | 97 | 86
CN(C)[C@@H]1C(=O)C(C(N)=O)=C(O)[C@@]2(O)C(=O)C3=C(O)c4c(O)cccc4[C@@](C)(O)[C@H]3C[C@@H]12 | 98 | 106 | 112 | 89 | 83 | 100 | 89 | .
CC(C)(NC(=O)c1nn(CCCCCF)c2ccccc12)c1ccccc1 | 108 | 97 | 98 | 74 | 87 | 98 | 96 | 75
C=CCC1(CCC)C(=O)NC(=S)NC1=O | 103 | 124 | 109 | 97 | 101 | 103 | . | 109
CO[C@H]1[C@H](O[C@@H]2C[C@@H]3C/C=C/C(=O)O[C@@H](CO)C[C@H](O)[C@@H]4C[C@H](C)[C@H](C/C=C\C=C\[C@H](C)C[C@H](C2)O3)O4)O[C@@H](C)[C@H](O)[C@H]1O | 86 | 95 | 93 | 54 | 69 | 29 | 60 | 21
ClCCN(CCCl)c1nc(Cl)c(C2CC(c3ccc4c(c3)OCO4)=NN2c2cc(Cl)cc(Cl)c2)s1 (stereo not given) | 94 | 95 | 84 | 85 | 106 | 90 | 95 | 87
O=C(O)c1cccc(CCl)c1 | 110 | . | 113 | 97 | 103 | 98 | 96 | 96
COc1ccc2c(c1O)-c1c3c(cc4c1[C@H](C2)N(C)CC4)OCO3 | 101 | 99 | 105 | 103 | 104 | 100 | 97 | 98
O=C(CCl)Nc1ccccc1Cl | 106 | 92 | 114 | 103 | 104 | 95 | 96 | 101
CC12CCC3(CCC(=O)NCCCNc4ccnc5cc(Cl)ccc45)[C@@](C)(OO[C@]3(C)O1)O2 | 18 | 11 | -23* | -7.4* | 23 | 9.4* | -78* | 37

Copied from the list.
CN(C)[C@@H]1C(=O)C(C(N)=O)=C(O)[C@@]2(O)C(=O)C3=C(O)c4c(O)cccc4[C@@](C)(O)[C@H]3C[C@@H]12 | BT-549: 89
COc1ccc2c(c1O)-c1c3c(cc4c1[C@H](C2)N(C)CC4)OCO3 | SK-MEL-2: 104

The list goes on:
mol | MALME-3M | HS 578T | MDA-MB-231 | BT-549 | SK-MEL-2 | MCF7 | LOX IMVI | T-47D
COc1ccc(CN(C)CC(O)c2ccc(Cl)cc2)cc1 (stereo not given) | 105 | 106 | 99 | 108 | 111 | 104 | 92 | 101
O=[N+]([O-])c1nccn1CC(O)CF (stereo not given) | 109 | 112 | 92 | . | . | 99 | 99 | 100
C#CC(/C=C/Cl)(CC)OC(N)=O (stereo not given) | 95 | 98 | 112 | 103 | . | 92 | 95 | 97
COCC(Br)C(=O)OC (stereo not given) | 101 | 98 | . | 109 | 116 | 99 | 98 | .
O=C(/C=C/c1ccccc1Cl)c1nc2ccccc2n1Cc1ccc(F)cc1 | -80* | . | . | -92* | -68* | -59* | . | -67*
COc1ccc(C2=NN(C(C)=O)C(c3sc(N(CCCl)CCCl)nc3Cl)C2)cc1 (stereo not given) | 124 | 82 | 89 | 77 | 96 | 90 | 103 | 72
CCN(CC)CCn1c(=O)n(C)c2ccccc21 | 103 | 96 | 119 | 124 | 109 | 102 | 98 | 109
CCOP(=O)(OCC)OC(=C(Cl)Cl)c1cc(Cl)ccc1Cl | 92 | 103 | 100 | 104 | 100 | 98 | 94 | 96
CC1(C)N=C(N)N=C(N)N1c1ccc(CCCCc2ccc(S(=O)(=O)F)cc2)cc1 | 53 | . | 47 | 49 | 56 | 2.8* | 15 | 17
Cc1ccccc1N1CCN(CCO)CC1 | 98 | 102 | 102 | . | 121 | 90 | . | 110
O=[N+]([O-])c1ccc(Cl)c(Cl)c1Cl | 100 | . | 110 | . | 127 | 103 | 104 | 112
OC/C=C\c1ccc2c(c1)OCO2 | 101 | 97 | 97 | 109 | 119 | 91 | 95 | 88
CCC1CCC(C)N(N=O)C1 (stereo not given) | 121 | 135 | 116 | 109 | 105 | 99 | 95 | 96
O=P(O)(O)CCCP(=O)(O)O | 104 | 109 | 120 | 101 | 96 | 103 | 104 | 101
O=c1[nH]c2ccccc2o1 | 104 | 101 | 105 | 146 | 109 | 102 | 98 | 102
O=C(NCCN1CC1)C(=O)NCCN1CC1 | 103 | 107 | 99 | 89 | 97 | 66 | 80 | 88
C[C@]12CCc3sc(-c4cccc(Cl)c4)nc3C1=CC[C@@H]1[C@@H]2CC[C@]2(C)C(=O)CC[C@@H]12 | 103 | 88 | 102 | 104 | 112 | 89 | 96 | 98
CC(C)(OC(=O)Nc1cccc(Cl)c1)C(Cl)(Cl)Cl | 112 | 102 | 102 | 109 | 101 | 101 | 101 | 103
O=C1C2C(C(=O)[N]1[Hg][c]1ccccc1)C1(Cl)C(Cl)=C(Cl)C2(Cl)C1(Cl)Cl (stereo not given) | -78* | -14* | -2.4* | -89* | 51 | -55* | -83* | -37*
CCOP(=S)(OCC)Oc1c(Cl)c(Cl)c(Cl)c(Cl)c1Cl | 99 | 100 | 88 | 107 | 105 | 88 | 89 | 89
S=P(Nc1ccccc1)(Nc1ccccc1)c1ccccc1 | 142 | 107 | 90 | 101 | 105 | 109 | 89 | 87
COc1ccc(OC)c(/C=C/C(=O)c2nc3ccccc3n2Cc2ccc(Br)cc2)c1 | 88 | . | . | 90 | 106 | 55 | . | 63
CCCCCCC(C)(C)c1cc(OC)c([C@H]2C=C(CO)[C@H]3CC2C3(C)C)c(OC)c1 | 96 | 88 | 93 | 100 | 80 | 76 | 90 | 59
COc1ccc(C=C2C(=O)NC(=S)NC2=O)cc1 | . | 92 | 120 | 99 | 100 | 100 | 97 | 111
O=C1c2c(Cl)ccc(Cl)c2C(=O)c2c(Cl)ccc(Cl)c21 | 95 | 85 | 89 | 95 | 90 | 73 | 98 | 78
O=[N+]([O-])c1ccc(/C=C/C=C/c2ccc(S(=O)(=O)F)cc2)c(Cl)c1 | 102 | 111 | 99 | 100 | 84 | 102 | 102 | 86
Cc1ccc(SC(=O)CCl)cc1 | 93 | 118 | 107 | 104 | 89 | 99 | 97 | 95
CC[C@H](C)[C@H](NC(=O)[C@H]1CCCCN1C)C(=O)N(C)[C@H](CCc1nc(C(=O)N[C@@H](Cc2ccccc2)C[C@H](C)C(=O)OC)cs1)C(C)C | 65 | 39 | 12 | -8.9* | 33 | 20 | 24 | 59
CC(C)(C)OC(=O)N(CCCCCCN(CCCNC(=O)C1CCC2(CC1)OOC1(O2)C2CC3CC(C2)CC1C3)C(=O)OC(C)(C)C)CCCNC(=O)C1CCC2(CC1)OOC1(O2)C2CC3CC(C2)CC1C3 (stereo not given) | 81[8.5 µM] | 97[8.5 µM] | 97[8.5 µM] | 88[8.5 µM] | 79[8.5 µM] | 91[8.5 µM] | 76[8.5 µM] | 84[8.5 µM]
CN1C(=O)CC[C@@]2(C)C1=CC[C@@H]1[C@@H]2CC[C@@]2(C)[C@H]1CC[C@]2(C)O | 110 | . | 102 | 105 | 101 | 93 | 104 | 114
C/C(=N/OC(=O)N(C)C)c1ccc(Cl)c(Cl)c1 | 115 | 116 | 105 | 125 | 111 | 97 | 99 | 96
O=C(c1cc([N+](=O)[O-])cc([N+](=O)[O-])c1)N(CCCl)CCCl | 86 | 109 | 108 | 105 | 104 | 90 | 90 | 95
N#CC(C#N)=Cc1ccco1 | 111 | 103 | . | 110 | 104 | 108 | 99 | .
CCCCOP(=O)(N1CC1)N1CC1 | 101 | 105 | 113 | 102 | 91 | 101 | 100 | 94
Cc1cc(N(CCCl)CCCl)ccc1C=Nc1ccc(-c2csc(-c3ccccc3)n2)cc1 | 115 | 107 | 90 | 67 | 97 | 48 | 80 | 58
Cc1cccc(N2CCNCC2)c1 | 86 | 103 | 115 | 101 | 89 | 97 | 94 | 73
COc1cc2nc(SC)n(-c3ccc(Cl)cc3)c(=O)c2cc1OC | 120 | 104 | 95 | 102 | 117 | 93 | 99 | 101
NC1C(=O)NC(=O)NC1=O | 101 | 93 | 107 | 140 | 122 | 95 | 91 | 99
C/C=C(\CC)C1(CC)C(=O)NC(=S)NC1=O | 103&119 | 96&104 | 100&106 | 100&142 | 104&108 | 93&109 | 91&102 | 91&96
O=P(Oc1ccc(Cl)cc1)(N1CC1)N1CC1 | 104 | 103 | 106 | 93 | 102 | 67 | 83 | 106
CC(=O)CC(c1ccc2c(c1)OCO2)c1c(O)c2ccccc2oc1=O (stereo not given) | 105&115 | 102&102 | 100&110 | 102&89 | 106&108 | 96&98 | 102&100 | 104&98
O=C(O)C(O)(c1ccccc1)c1cccc2ccccc12 (stereo not given) | 102 | 100 | 106 | 93 | 107 | 96 | 98 | 97
CCCC(C)(COC(N)=O)COC(=O)NC(C)C (stereo not given) | 98 | 113 | 110 | 106 | 111 | 102 | 100 | 103
CC/C(=C/c1ccc(OC)cc1OC)[N+](=O)[O-] | 8.6* | 78 | 18 | 37 | 34 | 0.5* | -85* | -13*
CN1CCCC2c3ccccc3CCC21 (stereo not given) | 100 | 98 | 106 | 101 | 98 | 97 | 96 | 96
O=C1NC(=O)C2(CCCC2)C(=O)N1 | 105 | 94&117 | 99&101 | 105&119 | 91&112 | 97&110 | 102&95 | 105&107
C#CCCCN(CCNc1ccnc2cc(Cl)ccc12)C(=O)CCC(=O)O[C@@H]1O[C@@H]2OC3(C)CC[C@H]4[C@H](C)CC[C@@H]([C@H]1C)[C@@]24OO3 | 20 | 44 | 64 | 37 | 44 | 14 | -41* | 28
CC/C(=C\c1ccc(Cl)cc1)[N+](=O)[O-] | 80 | 124 | 110 | 102 | 100 | 35 | 59 | 84

5 structures from above, ordered by SMILES length, rising.
mol | MALME-3M | HS 578T | MDA-MB-231 | BT-549 | SK-MEL-2 | MCF7 | LOX IMVI | T-47D
CN1CCCC2c3ccccc3CCC21 (stereo not given) | 100 | 98 | 106 | 101 | 98 | 97 | 96 | 96
CCCC(C)(COC(N)=O)COC(=O)NC(C)C (stereo not given) | 98 | 113 | 110 | 106 | 111 | 102 | 100 | 103
O=C(O)C(O)(c1ccccc1)c1cccc2ccccc12 (stereo not given) | 102 | 100 | 106 | 93 | 107 | 96 | 98 | 97
COc1cc2nc(SC)n(-c3ccc(Cl)cc3)c(=O)c2cc1OC | 120 | 104 | 95 | 102 | 117 | 93 | 99 | 101
C#CCCCN(CCNc1ccnc2cc(Cl)ccc12)C(=O)CCC(=O)O[C@@H]1O[C@@H]2OC3(C)CC[C@H]4[C@H](C)CC[C@@H]([C@H]1C)[C@@]24OO3 | 20 | 44 | 64 | 37 | 44 | 14 | -41* | 28

Additional compounds:
mol | MALME-3M | HS 578T | MDA-MB-231 | BT-549 | SK-MEL-2 | MCF7 | LOX IMVI | T-47D
COC(=O)[C@@H](C)C[C@H](Cc1ccccc1)NC(=O)c1cccc([C@@H](C[C@H](C(C)C)N(C)C(=O)[C@@H](NC(=O)[C@H]2CCCCN2C)C2CC2)OC(C)=O)n1 | 67 | 27 | -20* | -17* | 44 | 14 | 12 | 63
CN1C(=O)[C@]23O[C@]4(O)CC(=O)N5C(C)(C)[C@H](Cc6cccc1c62)[C@@]3(C(=O)O)[C@@]54O | 125 | 106 | 117 | 105 | 105 | 99 | . | .
C=NCC#N | 111&96 | 124 | 112&100 | 89&103 | 82&97 | 92&109 | 111&102 | 94&99
COc1ccc2c(c1)NP(=S)(Oc1ccccc1)N2 (stereo not given) | 108 | 97 | 98 | 102 | 93 | . | 97 | 101
